ARFGAP1 inh = inhibitors of rat ARFGAP1; Q62848; Arfgap1-stimulated ARF1 GTP hydrolysis, GDP FP detection; inhibition, % at 16.5 µM; actives 0.26% (n = 360,000); AID 651572;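 active means inhibition above a per-plate limit, mean inhibition of low control wells plus 3 SD, cut at about 25% in these data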;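 further: 0% = DMSO wells with enzyme and 100% = wells lacking Arfgap1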
Target sequence (Q62848 1-136 limits assumed): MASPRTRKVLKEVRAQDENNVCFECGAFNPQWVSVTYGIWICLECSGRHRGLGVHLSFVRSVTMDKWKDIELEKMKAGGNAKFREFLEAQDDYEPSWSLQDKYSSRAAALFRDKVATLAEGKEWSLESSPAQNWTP
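Assay system: Rat Arfgap1 GAP domain (His6, aa 1-136), purified enzyme | Buffer or medium: HEPES 25 mM pH 7.5, NaCl 150 mM, MgCl2, DTT | Schedule: GTP hydrolysis reaction 2 h at 25 °C | Signal: FP of antibody-bound GDP Alexa 633 tracer, ex 620/em 688 nm | Measure: Percent inhibition of Arfgap1-stimulated GTP hydrolysis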
proKLK7 act = activators of human kallikrein-7 zymogen; P49862; purified proKLK7, EDANS-DABCYL substrate fluorescence; 100% is mature enzyme control, 0% vehicle; activation, % at 7 µM; actives 0.9% (n = 370,000);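 active means activation above the mean of all tested compounds plus 3 SD, computed per campaign excluding outliers beyond control limits, cut at about 13% in these data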
FXN GAA850 act = frataxin GAA850 promoter activation | HEK293 lucGAA850 FXN promoter luciferase reporter, 24 h; percent of 10 µM SAHA response | actives 0.56% (n = 360,000) | activation, % at 6 µM;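 active means activation above the average of all compounds screened plus 3 SD, cutoff fixed separately per campaign, cut at about 7.5% in these data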;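 further: 0% = DMSO wells and 100% = 10 µM SAHA wells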
rCAG binder = binds r(CAG) RNA repeats | r(CAG) RNA repeat, TO-PRO-1 dye displacement fluorescence | inhibition, % at 3 µM | actives 1.3% (n = 370,000);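 active means inhibition above the plate cutoff, the mean of all test compounds on that plate plus 3 SD, cut at about 35% in these data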;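 further: 0% = DMSO alone and 100% = 100 µM mitoxantrone as full dye displacement; higher means more dye released from RNA so lower well fluorescence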
sPLA2-III inh = Inhibits HGIII-sPLA2 liposome hydrolysis, primary screen | AID 743126 | inhibition, % at 12.2 µM | Q9NZ20 | QFRET BODIPY PC-A2 liposome hydrolysis, fluorescence | actives 0.56% (n = 370,000);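 active means inhibition above mean plus 3 SD of compounds lying within the high and low control bounds, cut at about 19% in these data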;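 further: 0% = median of test compound wells and 100% = no enzyme DMSO wells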
Tn6 DDE FP = inhibitors of Tn6 peptide binding to human fibrin DD(E); P02675; Fibrin DD(E) TRITC-Tn6 fluorescence polarization displacement; inhibition, % at 8.3 µM; actives 0.21% (n = 370,000); AID 720509;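 active means inhibition above a per-campaign cutoff: mean of compounds within control limits plus 3 SD, cut at about 15% in these data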;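 further: 0% = median of all compound wells on the plate and 100% = blocking peptide control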
NPR1 activator = GC-A (human) enzyme activation | P16066 | HEK293 GC-A cells, cGMP TR-FRET, EC30 ANP; 0% at EC30 ANP, 100% saturating ANP | activation, % at 10 µM | actives 0.14% (n = 370,000) | AID 1671463; in the data active means activation above about 40%
ADAM10 inh = inhibits human ADAM10; recombinant ADAM10, EDANS/DABCYL FRET peptide cleavage, 3 h; actives 0.62% (n = 370,000); inhibition, % at 7 µM; O14672; AID 720582;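 active means inhibition above a per-campaign cutoff equal to the mean of compounds falling between control-based bounds plus 3 SD, cut at about 20% in these data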;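 further: 0% = DMSO wells while the 100% control is not disclosed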
Target sequence (O14672 214-748 limits assumed): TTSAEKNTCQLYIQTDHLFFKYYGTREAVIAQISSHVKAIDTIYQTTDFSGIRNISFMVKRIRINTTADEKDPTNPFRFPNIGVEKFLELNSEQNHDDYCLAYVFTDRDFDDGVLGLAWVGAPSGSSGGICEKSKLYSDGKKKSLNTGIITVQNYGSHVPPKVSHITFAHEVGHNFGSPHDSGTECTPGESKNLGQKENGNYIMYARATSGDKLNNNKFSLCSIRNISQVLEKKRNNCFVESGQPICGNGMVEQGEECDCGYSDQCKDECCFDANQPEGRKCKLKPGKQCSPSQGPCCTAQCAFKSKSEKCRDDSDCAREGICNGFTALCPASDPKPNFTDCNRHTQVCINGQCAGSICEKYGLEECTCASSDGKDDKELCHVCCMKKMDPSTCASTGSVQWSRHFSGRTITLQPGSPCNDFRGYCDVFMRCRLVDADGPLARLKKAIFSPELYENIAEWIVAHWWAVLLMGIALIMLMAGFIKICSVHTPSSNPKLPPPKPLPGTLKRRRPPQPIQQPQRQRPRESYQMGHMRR
ASAP1 inh = inhibitors of human ASAP1 ArfGAP activity; ASAP1-stimulated ARF1 GTP hydrolysis, GDP FP detection; Q9ULH1; actives 0.19% (n = 360,000); AID 624377; inhibition, % at 16.5 µM; in the data active means inhibition above about 25%;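 further: 0% = vehicle with enzyme and substrate and 100% = no enzyme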
Target sequence (Q9ULH1 325-724 limits assumed): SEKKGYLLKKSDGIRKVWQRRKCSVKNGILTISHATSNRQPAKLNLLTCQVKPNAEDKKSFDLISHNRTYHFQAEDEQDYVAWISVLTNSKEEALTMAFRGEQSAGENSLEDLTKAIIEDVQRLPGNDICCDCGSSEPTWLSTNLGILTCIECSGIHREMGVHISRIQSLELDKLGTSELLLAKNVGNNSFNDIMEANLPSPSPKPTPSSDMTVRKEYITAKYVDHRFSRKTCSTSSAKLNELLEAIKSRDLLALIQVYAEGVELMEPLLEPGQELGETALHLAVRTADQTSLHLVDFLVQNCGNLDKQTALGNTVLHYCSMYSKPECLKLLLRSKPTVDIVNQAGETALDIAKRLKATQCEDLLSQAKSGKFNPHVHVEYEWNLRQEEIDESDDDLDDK
NPR2 activator = GC-B (human) receptor activation | P20594 | HEK293-GC-B cells, CNP EC30, cGMP TR-FRET; 0% at EC30 CNP, 100% saturating CNP | activation, % at 10 µM | actives 0.11% (n = 370,000) | AID 1920062;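 active means activation at 10 µM reaching about 35% in either raw or pattern-adjusted values, limit read from the data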
* hit, by the source's call; . = no result given. Rows were taken by chance (roughly 4.5% active in at least one column).

SMILES	ARFGAP1 inh	proKLK7 act	FXN GAA850 act	rCAG binder	sPLA2-III inh	Tn6 DDE FP	NPR1 activator	ADAM10 inh	ASAP1 inh	NPR2 activator
O=C(COc1ccccc1[N+](=O)[O-])N(Cc1ccco1)C1CCS(=O)(=O)C1 (stereo not given)	5.8	-0.8	-0.4	10.1	5.2	4.2	-0.8	15.3	9.4	1.4
COc1ccc(NC(=O)NC(C)c2ccccc2)cc1 (stereo not given)	0.8	-0.3	1.8	-4.2	1.5	-3.0	5.0	-6.7	0.8	3.6
O=C1Nc2ccccc2/C1=C\C(=O)c1ccccc1	0.8	-0.4	3.2	8.3	16.4	5.7	16.2	0.5	17.7	0.4
CC(=O)N1CCOc2ccc(S(=O)(=O)N3CCC(C(=O)NCc4ccc(Cl)cc4)CC3)cc21	-5.2	0.5	-1.6	1.6	-2.8	-4.6	4.0	1.4	-1.7	-3.3
Cc1ccc2oc(=O)n(CCC(=O)Nc3ccc(N4CCOCC4)cc3)c2c1	-1.9	0.3	0.7	-7.2	3.9	2.5	-1.2	-8.2	-4.3	1.9
Cc1cc(NC(=O)COC(=O)c2ccco2)no1	5.5	0.7	1.2	-1.8	1.1	8.0	1.6	8.7	3.2	0.4
CC(=O)c1c(C(=O)O)[nH]c(C(=O)O)c1C	7.1	0.6	-0.3	-1.7	7.7	2.1	-3.6	-3.3	0.3	-0.6
CC(=O)N(C(C)=O)c1c(N2CCOCC2)c2ccccc2oc1=O	-4.8	-0.5	1.8	-1.5	1.7	0.2	1.8	0.2	3.8	5.1
COCCNC(=O)CNC(=S)N(CCCN1CCOCC1)Cc1cccs1	-7.0	0.0	0.9	-4.2	6.5	-4.8	2.2	-5.9	5.8	-1.4
COc1cc(C(CC(=O)O)n2cnnn2)ccc1OC(C)C (stereo not given)	1.6	1.1	0.3	-1.6	3.9	-5.4	-0.9	0.5	-4.2	3.3
CCN(CC)CCCNC(=O)C1CCN(C(=O)c2cc3sccc3n2Cc2ccc(F)cc2)CC1	1.9	0.1	0.4	-5.8	-3.8	-3.8	-9.8	5.9	2.8	2.8
CC(C)c1ccc(-c2c(NCCc3ccccc3)c(=O)c2=O)cc1	1.2	0.8	-1.8	1.4	8.4	-2.6	2.5	6.1	-7.8	4.4
COc1cc(C2C(C(=O)c3ccc(C)o3)=C(O)C(=O)N2Cc2cccnc2)ccc1O (stereo not given)	1.8	0.0	-1.1	0.0	-5.4	-1.2	4.1	-4.7	-2.5	4.4
CCOc1ccc(NC(=O)C2CCCN(c3c(CC)c(C)nc4ncnn34)C2)cc1 (stereo not given)	-11.1	-0.5	1.5	-3.0	0.8	2.2	1.8	13.0	12.1	-4.2
CC1=NN(c2nc(-c3ccccc3)cs2)C(=O)C1	-14.9	0.1	-6.1	68.2*	7.5	1.6	-1.9	14.2	11.9	1.5
CC(C)(C)C(=O)COC(=O)C1=NN(c2ccccc2)C(=O)CC1	7.4	0.8	1.5	-2.1	0.8	5.3	-1.5	2.9	10.2	-4.6
Cc1ccc(F)cc1C(=O)N(Cc1ccccn1)CC1CCCO1 (stereo not given)	.	-0.3	.	0.5	-0.2	4.3	1.9	-4.6	.	-6.1
Cc1c(C(=O)NC(=S)Nc2cccnc2)cccc1[N+](=O)[O-]	9.5	0.0	-0.5	0.7	-6.9	-13.1	2.7	-3.5	6.7	3.1
CN(C)CCCNc1ncnc2scc(-c3ccccc3)c12	-5.2	0.0	-1.0	-4.4	0.2	7.9	-8.2	6.8	-6.4	-1.6
Cc1ccc(NC(=O)COC(=O)CSC(=S)N2CCOCC2)cc1	-23.2	0.1	-0.6	-4.3	-7.3	4.1	-1.1	5.6	-9.3	-10.6
COC(=O)c1sc(N2CCN(Cc3ccccc3)CC2)nc1N	-2.4	0.2	2.8	-5.7	8.2	2.5	0.5	2.9	6.3	-1.6
COc1ccccc1C(=O)Nc1cccc(SC)c1	-2.4	0.6	2.5	-2.5	-8.2	-3.5	2.9	-1.5	3.2	7.2
Cc1cc(C)c2c(n1)sc1c(N3CCN(C)CC3)ncnc12	-0.1	0.4	5.8	-4.0	8.3	0.0	8.9	-9.7	4.6	-1.8
O=C(N=C1N(Cc2ccccc2)[C@@H](Cc2ccccc2)[C@]2(C=C3CCCCC3n3c(=O)n(-c4ccccc4)c(=O)n32)N1C(=O)OCc1ccccc1)c1ccccc1 (stereo not given in full)	.	0.3	.	15.4	3.5	-1.6	3.3	-2.0	.	3.7
CCOC(=O)C1CCN(c2c(NCCC(C)C)c(=O)c2=O)CC1	15.0	1.0	2.4	-1.3	5.7	-3.6	-2.9	-5.6	7.7	-7.4

Reprinted at random: 5 compounds from above
SMILES	ARFGAP1 inh	proKLK7 act	FXN GAA850 act	rCAG binder	sPLA2-III inh	Tn6 DDE FP	NPR1 activator	ADAM10 inh	ASAP1 inh	NPR2 activator
COc1cc(C2C(C(=O)c3ccc(C)o3)=C(O)C(=O)N2Cc2cccnc2)ccc1O (stereo not given)	1.8	0.0	-1.1	0.0	-5.4	-1.2	4.1	-4.7	-2.5	4.4
CC(C)c1ccc(-c2c(NCCc3ccccc3)c(=O)c2=O)cc1	1.2	0.8	-1.8	1.4	8.4	-2.6	2.5	6.1	-7.8	4.4
Cc1ccc(NC(=O)COC(=O)CSC(=S)N2CCOCC2)cc1	-23.2	0.1	-0.6	-4.3	-7.3	4.1	-1.1	5.6	-9.3	-10.6
CCOC(=O)C1CCN(c2c(NCCC(C)C)c(=O)c2=O)CC1	15.0	1.0	2.4	-1.3	5.7	-3.6	-2.9	-5.6	7.7	-7.4
CCOc1ccc(NC(=O)C2CCCN(c3c(CC)c(C)nc4ncnn34)C2)cc1 (stereo not given)	-11.1	-0.5	1.5	-3.0	0.8	2.2	1.8	13.0	12.1	-4.2

Following part
SMILES	ARFGAP1 inh	proKLK7 act	FXN GAA850 act	rCAG binder	sPLA2-III inh	Tn6 DDE FP	NPR1 activator	ADAM10 inh	ASAP1 inh	NPR2 activator
O=C(O)CCn1c(CO)nc2ccccc21	8.0	0.0	0.5	-2.2	3.7	6.4	2.7	6.7	-4.3	2.7
COc1ccc(OCCN2C(=O)c3cccc(N)c3C2=O)cc1	18.9	1.1	6.3	2.6	8.2	1.0	-1.8	-23.2	5.6	0.1
Cc1c(N2C(=O)CSC2c2ccco2)c(=O)n(-c2ccccc2)n1C (stereo not given)	15.8	0.8	1.2	-0.3	5.3	3.4	2.4	1.4	0.0	0.3
CCOc1ccccc1NC(=O)Nc1ccc(Cl)cc1	9.7	-1.0	0.6	4.0	3.6	-6.2	3.8	15.8	9.8	-2.0
C=CCC(O)c1c(-c2ccccc2)nn(C)c1Cl (stereo not given)	-3.5	-0.1	1.6	-3.3	3.9	6.3	1.5	3.1	-4.2	0.5
N#CC(=Cc1ccc(O)cc1)C(N)=C(C#N)C#N	11.9	3.5	-0.7	4.4	-0.6	-11.6	1.9	-64.7	4.2	0.0
COc1cccc(-c2coc3cc4oc(=O)c(CCC(=O)O)c(C)c4cc23)c1	6.6	-0.2	-1.4	46.8*	-8.1	5.5	3.6	-40.7	-10.3	-3.7
Cc1cccc(C(=O)N/N=C/C(C)Cc2ccc3c(c2)OCO3)c1 (stereo not given)	17.1	0.5	0.3	-3.0	-0.4	6.4	0.1	1.7	9.0	-3.1
Cc1cccc(C)c1NC(=O)C1=C(O)c2ccccc2N(C)S1(=O)=O	10.7	-0.1	-2.3	12.0	9.0	-9.6	-1.6	-0.7	15.8	-8.2
CC(C)(C)c1ccc(C(=O)N/C(=C\c2cccc([N+](=O)[O-])c2)C(=O)Nc2cccc(C(=O)O)c2)cc1	-3.7	1.1	2.4	84.2*	-25.4	-6.7	-0.2	4.3	11.5	5.3
CC(C)CN(C(=O)COC(=O)c1cccc2ccccc12)c1c(N)n(Cc2ccccc2)c(=O)[nH]c1=O	8.4	0.2	-3.2	0.8	9.7	-1.9	-6.8	-11.3	-4.7	-4.0
CCCc1nc(NC2CCCCC2)c(C#N)c2c1COC(C)(C)C2	0.6	-0.2	1.1	-0.3	0.7	3.0	2.0	-6.5	-8.8	-0.6
O=C(c1ccco1)N1CCN(CC(=O)N(C2CCCCC2)C2CCS(=O)(=O)C2)CC1 (stereo not given)	-13.6	0.8	-1.6	-0.5	9.6	0.5	3.0	0.1	7.1	1.5
Cn1c(SCC(=O)c2cccs2)nnc1-c1ccco1	0.6	0.4	0.6	2.6	-20.8	6.2	-0.8	-2.0	-7.0	0.6
Cc1nc2cc(NCc3ccc(Cl)cc3)ccc2n1C	12.6	0.7	2.6	-2.5	9.4	-0.7	-5.8	-15.0	13.2	-2.6
COc1ccc(C(=O)NCC2CCCO2)cc1OC (stereo not given)	-3.4	0.3	0.2	0.2	2.0	2.4	3.6	4.7	-2.1	0.2
Nc1nc(-c2ccc3c(c2)NC(=O)CO3)cs1	18.0	1.2	-1.3	12.6	5.1	-0.8	4.9	-6.0	3.2	5.1
CC(C)C(NC(=O)c1ccc(Cl)cc1Cl)C(=O)N1CCN(S(=O)(=O)c2ccccc2)CC1 (stereo not given)	-1.8	0.1	-1.1	-0.4	-4.6	3.5	1.5	2.5	-7.6	-0.2
O=C(NC1CCCCC1)c1ccc(CS(=O)(=O)c2ccc(Cl)cc2)o1	8.0	-0.2	-0.3	-4.7	-10.2	-5.9	1.1	2.5	-16.3	0.2
CC(CC(=O)N1CCc2ccccc21)c1ccccc1 (stereo not given)	-4.8	0.4	0.3	-5.1	0.4	11.3	0.2	-1.9	-4.1	-2.8
C=CCNc1nc(Cl)nc(Nc2ccc(OC)cc2)n1	-2.4	-0.3	8.1*	-2.8	-5.4	-2.9	11.8	2.8	-1.4	9.1
Cc1cc(C)n2nc(C(=O)OCC(=O)N3C(C)CCCC3C)nc2n1 (stereo not given)	5.5	0.0	-1.1	-2.2	4.8	6.3	0.8	-15.9	13.4	3.9
O=C(CSC1=Nc2ccccc2C2=NC(Cc3c[nH]c4ccccc34)C(=O)N12)NC1CCCCC1 (stereo not given)	21.7	-0.3	3.7	2.3	-26.8	3.8	3.3	1.1	5.0	-3.6
Cc1[nH]c2ccccc2c1N=Nc1ccccc1F	5.4	0.6	2.0	20.4	9.7	-8.3	2.1	29.8*	14.9	-6.2
O=C(CN(Cc1ccc2c(c1)OCO2)C(=O)c1cnsn1)NC1CCCC1	3.7	-0.2	-0.7	0.7	-6.3	-1.5	-0.2	0.7	-3.6	2.3
COc1ccccc1CNC(=O)COC(=O)Cc1c(Cl)cccc1Cl	-7.5	0.3	0.8	-2.6	7.0	6.0	-2.5	5.7	4.1	-4.9
Cc1ccc(C2C(C#N)=C(N)Oc3n[nH]c(-c4ccccc4)c32)o1 (stereo not given)	1.7	-2.0	-2.3	41.5*	-10.8	-2.5	-3.0	-10.7	3.2	-9.0
COc1cccc(C(=O)Nc2ccc(NC(=O)C(C)C)nc2)c1	-8.3	-0.3	-0.6	-1.0	4.3	-2.6	-3.6	7.8	-0.6	1.1
Cc1cc2c(cc1S(=O)(=O)N1CCN(c3cccc(C)c3C)CC1)OCCN2C	-6.4	-1.3	4.3	8.3	1.9	130.6*	3.9	8.1	0.3	4.5
CCOC(=O)CC1C(=O)NCCN1Cc1ccc(OC)c(OC)c1 (stereo not given)	10.8	-0.6	-0.9	-2.2	4.5	-9.4	-4.0	-2.8	-5.2	-6.5

Screening results from PubChem.
